Screens: PubChem, Broad Institute
ARNT-TACC3 inh: disrupts binding between human ARNT and TACC3; inhibition, % at 9.99 µM; 390,000 tested, 0.66% active; AID 623870; AlphaScreen His-ARNT PAS-B/GST-TACC3 binding, luminescence; TACC3 fragment carries E629A point mutation;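 active = mean inhibition of replicates at least 50% and at least half of replicates each reaching 50%; inconclusive = half or more replicates reach 50% but mean below 50%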;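 also: 0% = complete ARNT plus TACC3 wells and 100% = ARNT alone without TACC3; many hits fall short of the cut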
SIRT5 block: sirtuin-5 (human) deacylase inhibition | Q9NXA8 | Purified SirT5, succinyl-peptide AMC, trypsin-coupled fluorescence | inhibition, % at 15 µM | 330,000 tested, 1.1% active | AID 652115; in the data active = inhibition above about 15%; inconclusive = no clear call, values can overlap the other calls
Target sequence (Q9NXA8 whole entry, looked up): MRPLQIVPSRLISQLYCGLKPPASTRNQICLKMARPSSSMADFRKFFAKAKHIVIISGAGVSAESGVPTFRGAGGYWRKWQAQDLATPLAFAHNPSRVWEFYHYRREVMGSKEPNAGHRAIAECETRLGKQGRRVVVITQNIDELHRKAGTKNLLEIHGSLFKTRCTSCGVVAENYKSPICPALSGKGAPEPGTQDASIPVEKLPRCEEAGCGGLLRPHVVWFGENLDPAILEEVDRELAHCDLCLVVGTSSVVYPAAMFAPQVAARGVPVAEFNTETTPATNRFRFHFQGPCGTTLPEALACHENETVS
esBAF inh: inhibitors of esBAF chromatin remodeling in mouse ES cells; AID 602393; reporter increase, % at 12.5 µM; Bmi1-luciferase knock-in reporter, 24 h; 100% = twice the neutral-well signal; 350,000 tested, 2% active; in the data active = activation above about 40%; inconclusive = no clear call, values can overlap the other calls;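 also: 0% = median of the plate's neutral control wells and 100% = double that signal; a rise in the Bmi1 reporter signal indicates esBAF inhibition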
Cneo AK release: Cryptococcus neoformans lysis via adenylate kinase release; C. neoformans lysis, adenylate kinase release luminescence, 4 h; normalised: neutral wells 0, clomiphene wells 100; lysis activity, % at 15 µM; 360,000 tested, 0.2% active;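 active = mean lysis activity across replicates of at least 80%, whatever share of replicates individually reach that level; inactive = mean lysis activity below 80%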
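Signal: Adenylate kinase release luminescence | Assay system: Log-phase Cryptococcus neoformans yeast cells | Input: Cells at 5 × 10^6 per mL | Buffer or medium: Fresh YPD growth medium | Compound: Single dose | Schedule: Static 4 h at 37 °C with compound, 1 h detection | Controls: Clomiphene | Read-out: Luminescence rise reflecting yeast cell lysis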
miR122 inh: miR-122 inhibition in Huh7 cells | Huh7 miR-122 Renilla luciferase sensor, 48 h; neutral wells = 0, positive control = 100 | activation (reporter increase), % at 12.5 µM | 340,000 tested, 0.3% active | AID 602342;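 active = mean replicate activation score at least 90 and every replicate individually at or above 90; inconclusive = only one of the two criteria met; inactive = neither criterion met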;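 also: higher luciferase means less miR-122 activity so hits act as miR-122 inhibitors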
ERp5 block: blocks human ERp5 reductase activity on insulin; 350,000 tested, 0.05% active; ERp5 insulin aggregation, absorbance 650 nm, 90 min; Q15084; AID 651711; inhibition, % at 9.99 µM;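 active = mean replicate inhibition above about 25%, with every replicate also reaching it, limit read from the data, passing the limit was not always enough; inconclusive = only one of those two criteria met; inactive = neither criterion met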
Target sequence (Q15084 whole entry, looked up): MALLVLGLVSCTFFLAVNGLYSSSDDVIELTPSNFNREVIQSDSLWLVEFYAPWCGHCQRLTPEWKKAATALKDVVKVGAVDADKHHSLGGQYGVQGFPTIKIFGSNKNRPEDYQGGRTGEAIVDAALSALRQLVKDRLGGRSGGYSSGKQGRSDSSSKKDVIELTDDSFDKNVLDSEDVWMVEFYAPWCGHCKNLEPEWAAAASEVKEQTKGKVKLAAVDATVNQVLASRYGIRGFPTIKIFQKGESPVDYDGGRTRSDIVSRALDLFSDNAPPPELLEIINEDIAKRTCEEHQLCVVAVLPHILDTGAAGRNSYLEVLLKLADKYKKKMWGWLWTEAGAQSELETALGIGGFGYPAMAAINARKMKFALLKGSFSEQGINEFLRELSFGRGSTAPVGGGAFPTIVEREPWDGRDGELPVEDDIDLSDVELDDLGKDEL
Statin myotox sup: suppression of simvastatin myotoxicity. C2C12 myotubes + simvastatin, ATP luminescence, 48 h; scaled: DMSO 0, geranylgeraniol control 100. 330,000 tested, 0.78% active. rescue of ATP level, % at 7.49 µM. AID 602340;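 active = mean ATP rescue above about 67%, or every replicate alone reaching that limit, limit read from the data, passing the limit was not always enough; inconclusive = no clear call, values can overlap the other calls; inactive = mean under the limit and some replicate under it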;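 also: myotubes were challenged with 10 µM simvastatin during compound exposure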
An asterisk follows results filed as active; ? = inconclusive; · = no result given; [ ] = remark or other dose.

Molecule	ARNT-TACC3 inh	SIRT5 block	esBAF inh	Cneo AK release	miR122 inh	ERp5 block	Statin myotox sup
NC(=O)CSc1nnc(NC(=O)C2CC(=O)N(c3ccc(F)cc3)C2)s1 (stereo not drawn)	1	2	5	0	-5	2	-2
C[C@@H]1CN([C@@H](C)CO)C(=O)c2cc(NS(=O)(=O)c3cccs3)ccc2O[C@H]1CN(C)S(=O)(=O)c1ccc(F)cc1	-8	-1	-3	-1	0[16.7 µM]	10	·
COCCNC(=O)CCn1nc(-c2ccc(C)cc2)ccc1=O	-16	-6	-1	0	·	2	-21
Cc1nc2ccc(NC(=O)c3ccc([N+](=O)[O-])cc3[N+](=O)[O-])cc2s1	-9	-1	·	·	·	0	·
Fc1ccc(-n2cc(CNCCc3ccccn3)c(-c3ccccc3Cl)n2)cc1	4	1	0	0	·	4	·
Cc1cc(Br)cc2c(C(=O)NCC3CCCO3)cc(-c3ccccc3)nc12 (stereo not drawn)	20	2	1	-7	8	-8	-8
OCCN(Cc1ccccc1)Cc1ncccc1O	24*	·	4	0	·	0	9
Cc1ccc(S(=O)(=O)Nc2ccc3c(c2)CC(=O)N([C@H](C)CO)C[C@@H](C)[C@@H](CN(C)S(C)(=O)=O)O3)cc1	-7	0	-4	-1	-1[16.7 µM]	-9	4
COc1cc2ncnc(NCc3cccs3)c2cc1OC	-20	2	·	·	·	1	·
O=C(O)CCn1cc(/C=C/C(=O)c2ccc(Cl)cc2)c(-c2cccc(Br)c2)n1	2	-4	·	-3	2	6	·
COCC(=O)N(C)C[C@H]1Oc2ncc(C#C[C@H](C)O)cc2C(=O)N([C@H](C)CO)C[C@H]1C	-4	-4	-1	7	7[16.7 µM]	-2	16
Cc1ccc(-c2nnc(SCC(=O)Nc3ccccc3N3CCOCC3)o2)cc1	-7	·	18	2	4	·	11
CCCCOCCCNC(=O)c1ccc(OC)cc1	-1	·	-8	-2	-5	·	19
Cc1ccc2ccccc2c1C(O)c1ncc(-c2cccc(C(F)(F)F)c2)[nH]1 (stereo not drawn)	·	5	4	-1	0	-7	8
CCC(CC)NC(=O)c1ccc(NS(=O)(=O)c2ccc3[nH]c(=O)[nH]c3c2)cc1	·	0	-1	-1	0	-8	2
COc1cc(OC)cc(C(=O)Nc2ccc3c(c2)n(C)c(=O)n3C)c1	1	-2	9	-2	9	-3	9

Three of the entries above in order of the miR122 inh value, descending:
mol,miR122 inh
Cc1ccc(-c2nnc(SCC(=O)Nc3ccccc3N3CCOCC3)o2)cc1,4
Cc1ccc2ccccc2c1C(O)c1ncc(-c2cccc(C(F)(F)F)c2)[nH]1 (stereo not drawn),0
CCCCOCCCNC(=O)c1ccc(OC)cc1,-5

The list continues.
Molecule	ARNT-TACC3 inh	SIRT5 block	esBAF inh	Cneo AK release	miR122 inh	ERp5 block	Statin myotox sup
CCCCn1c(N)c(N(CCOC)C(=O)c2cccc(S(=O)(=O)N(C)c3ccc(C)cc3)c2)c(=O)[nH]c1=O	-3	1	2	3	·	3	10
CCN(CC)C(=O)C1=C(C)N(CCC2=CCCCC2)C(=O)C(CC(=O)NCCN2CCOCC2)C1 (stereo not drawn)	·	·	-4	0	-1	9	-5
CC(=O)Nc1ccc(S(=O)(=O)NCCC(=O)OCc2nc(N)nc(Nc3ccccc3C)n2)cc1	-3	·	6	-2	-17	2	-2
O=C(NCC1CCCO1)C1CCN(S(=O)(=O)N2CCCC2)CC1 (stereo not drawn)	8	·	-4	·	0	·	2
O=C(Cn1cc(F)c(=O)[nH]c1=O)NCCO	4	-3	-1	-1	-18	6	-2
CC(NC(=O)Cn1cnnn1)c1cccc(C(F)(F)F)c1 (stereo not drawn)	11	-7	6	4	-1	3	-8
CCN(CC)C(=O)C1CCCN(c2ccccc2[N+](=O)[O-])C1 (stereo not drawn)	-5	-6	·	·	1	3	·
CC(C)NC(=O)Nc1cccc2c1O[C@H](CN(C)C)[C@H](C)CN([C@@H](C)CO)C2=O	·	-7	1	92*	3[16.7 µM]	1	-18
COCC(=O)N(C)C[C@@H]1Oc2ncc(C#Cc3cccnc3)cc2C(=O)N([C@@H](C)CO)C[C@@H]1C	-4	2	0	-1	6[16.7 µM]	-1	1
CCS(=O)(=O)Nc1ccc2c(c1)C(=O)N(C)[C@@H]1CC[C@@H](CC(=O)Nc3ccccc3)O[C@@H]1CO2	-7	1	2	1	-8[16.7 µM]	4	0
O=c1c(Cl)c(N2CCN(c3ccc(F)cc3)CC2)cnn1C12CC3CC(CC(C3)C1)C2	0	-3	·	·	·	2	·
Cn1c(=O)c2c(ncn2Cc2ccccc2)n(C)c1=O	-5	-2	-1	1	-4	?	-12
COc1ccccc1C(=O)OCc1c(F)cccc1Cl	-2	·	·	0	3	·	-9
O=S(=O)(NCCSCc1ccc(Cl)cc1Cl)c1ccc2c(c1)OCCO2	-3	·	-3	3	7	·	19
O=C(CCc1nc2ccccc2c(=O)[nH]1)N1CCN(S(=O)(=O)c2cccc([N+](=O)[O-])c2)CC1	-4	-4	0	-1	-5	1	-9
COc1ccc2c(c1)c(C(=O)O)c(C)n2CCc1ccc(OC)c(OC)c1	1	2	2	0	0	-4	6

Sorted by molar mass (highest first): part of the list above.
Molecule	ARNT-TACC3 inh	SIRT5 block	esBAF inh	Cneo AK release	miR122 inh	ERp5 block	Statin myotox sup
O=c1c(Cl)c(N2CCN(c3ccc(F)cc3)CC2)cnn1C12CC3CC(CC(C3)C1)C2	0	-3	·	·	·	2	·
O=S(=O)(NCCSCc1ccc(Cl)cc1Cl)c1ccc2c(c1)OCCO2	-3	·	-3	3	7	·	19
COc1ccc2c(c1)c(C(=O)O)c(C)n2CCc1ccc(OC)c(OC)c1	1	2	2	0	0	-4	6
Cn1c(=O)c2c(ncn2Cc2ccccc2)n(C)c1=O	-5	-2	-1	1	-4	?	-12

Structures listed so far that contain a COOH group, in the order listed:
Molecule	ARNT-TACC3 inh	SIRT5 block	esBAF inh	Cneo AK release	miR122 inh	ERp5 block	Statin myotox sup
O=C(O)CCn1cc(/C=C/C(=O)c2ccc(Cl)cc2)c(-c2cccc(Br)c2)n1	2	-4	·	-3	2	6	·
COc1ccc2c(c1)c(C(=O)O)c(C)n2CCc1ccc(OC)c(OC)c1	1	2	2	0	0	-4	6

Next part:
Molecule	ARNT-TACC3 inh	SIRT5 block	esBAF inh	Cneo AK release	miR122 inh	ERp5 block	Statin myotox sup
O=C(COC(=O)c1ccc(Cl)c(S(=O)(=O)N2CCOCC2)c1)NCc1ccco1	-1	1	0	5	0	0	6
CC(C)(C)OC(=O)C[C@H]1C/C=C\C[C@H](CC(=O)N(CCO)Cc2ccccc2)C(=O)N2CCC[C@H]2COC1=O	-16	-1	2	0	1	6	4
C[C@H](CO)N1C[C@H](C)[C@@H](CN(C)S(=O)(=O)c2ccc(F)cc2)Oc2cc(C#Cc3ccc(F)cc3)ccc2S1(=O)=O	1	23*	-1	2	8[16.7 µM]	-3	24
Cc1nn(C)cc1S(=O)(=O)Nc1ncccn1	0	-2	1	-3	10	-36	-8
CCOc1cccc(NC(=O)c2ccc(S(=O)(=O)N3CCCC3)cc2)c1	5	-2	4	0	-4	-7	-25
CCOc1cc(NC(=S)NCCCN2CCOCC2)c(OCC)cc1NC(=O)c1ccccc1C	7	2	-16	·	-16	3	1
CC(=O)c1cc2c(cc1NC(=O)CSc1nc3ccccc3o1)OCO2	·	·	2	0	-6	·	-2
COc1cc(CC(=O)Nc2cc(S(=O)(=O)N3CCOCC3)ccc2N2CCCC2)cc(OC)c1OC	·	-1	0	-1	·	4	-1
C[C@@H]1CCCCO[C@@H](CN(C)Cc2ccc(C(=O)O)cc2)[C@H](C)CN([C@H](C)CO)C(=O)c2cc(NC(=O)Cc3ccccc3)ccc2O1	-8	0	-6	-2	4[16.7 µM]	-2	·
O=C(CSc1nc2ccsc2c(=O)n1NC(=O)c1ccccc1)Nc1nccs1	-4	·	21	1	-7	·	22
Cc1ccc(NC(=O)CSc2nnc(/N=C/N(C)C)s2)cc1	-8	-1	·	·	·	1	·
O=C(Cc1cccs1)Nc1nc2ccccc2s1	-4	·	49*	7	·	·	3
Cc1c(-n2c(SC(C)C(=O)NC(N)=O)nc3ccccc3c2=O)c(=O)n(-c2ccccc2)n1C (stereo not drawn)	-2	0	·	·	·	-3	·
CSCCC1NC(=O)N(CC(=O)Nc2c(C(C)C)cccc2C(C)C)C1=O (stereo not drawn)	-5	-2	4	0	1	-8	-5
C[C@H](CO)N1C[C@H](C)[C@@H](CN(C)Cc2ccncc2)Oc2ccc(NS(=O)(=O)c3ccc(Cl)cc3)cc2CC1=O	0	-3	4	0	-18[16.7 µM]	3	-2
Cc1nc(N2CCN(Cc3ccc4c(c3)OCO4)CC2)c2cc(-c3ccccc3)sc2n1	0	-3	·	·	·	4	·
CCCCc1ncc(CN2CCC(n3nccc3NC(=O)C(OC)c3ccccc3)CC2)[nH]1 (stereo not drawn)	·	-9	0	-2	·	5	6
CC1Cc2ccccc2N1C(=O)CCn1c(=O)sc2ccccc21 (stereo not drawn)	-3	-2	20	-6	-3	0	-3
On1nnc2ccc3ccccc3c21	-1	-1	·	0	-6	-2	·
C[C@H]1CN([C@@H](C)CO)C(=O)c2cc(C3=CCCC3)cnc2O[C@@H]1CN(C)S(C)(=O)=O	-5	3	-4	4	·	-1	5
O=C(CN1C(=O)S/C(=C\C=C\c2ccccc2)C1=O)Nc1ccccc1C(=O)O	6	9	·	·	·	0	·
Cc1cccc(NC(=O)CSCC(=O)Nc2ccccc2C(=O)NC2CC2)c1	-3	2	2	-2	10	-1	1
COc1ccc(Cl)cc1C(=O)NNC(=S)NC(=O)/C=C/c1ccco1	3	3	·	·	·	7	·
Cc1nnc(NC(=O)C2CCN(c3nnnn3-c3ccccc3)CC2)s1	·	-12	1	1	-1	3	-1
CCCc1nnc(NC(=O)CCC(=O)N2CCN(S(=O)(=O)c3ccc(OC)cc3)CC2)s1	-4	2	-6	7	0	-13	12
Cc1nc2cccc(C(=O)NCc3ccccc3)c2o1	2	·	3	-2	-6	·	-4
c1ccc(-c2ccc3c(c2)NC(C2Nc4cc(-c5ccccc5)ccc4O2)O3)cc1 (stereo not drawn)	0	2	-1	0	·	2	6
